# Assay outcomes deposited in PubChem BioAssay by National Center for Advancing Translational Sciences (NCATS).
# PLK1 PBD inh: blocks phosphopeptide binding to human PLK1 polo-box domain. P53350. Plk1 PBD binding of FITC phosphopeptide, fluorescence polarization. Potency, µM, for the others: max response, negative = inhibition, most hits filed as inhibitors. hit rate 2.8% among 360,000. AID 720504; note: potency is the fitted concentration of half-maximal effect; series mostly up to about 57 µM; % is set by controls: 0 for no effect and ±100 for the full control effect; nearly all actives have a fitted effect of over 65% in size
# Target sequence (P53350 whole entry, looked up, the tested form may be a part): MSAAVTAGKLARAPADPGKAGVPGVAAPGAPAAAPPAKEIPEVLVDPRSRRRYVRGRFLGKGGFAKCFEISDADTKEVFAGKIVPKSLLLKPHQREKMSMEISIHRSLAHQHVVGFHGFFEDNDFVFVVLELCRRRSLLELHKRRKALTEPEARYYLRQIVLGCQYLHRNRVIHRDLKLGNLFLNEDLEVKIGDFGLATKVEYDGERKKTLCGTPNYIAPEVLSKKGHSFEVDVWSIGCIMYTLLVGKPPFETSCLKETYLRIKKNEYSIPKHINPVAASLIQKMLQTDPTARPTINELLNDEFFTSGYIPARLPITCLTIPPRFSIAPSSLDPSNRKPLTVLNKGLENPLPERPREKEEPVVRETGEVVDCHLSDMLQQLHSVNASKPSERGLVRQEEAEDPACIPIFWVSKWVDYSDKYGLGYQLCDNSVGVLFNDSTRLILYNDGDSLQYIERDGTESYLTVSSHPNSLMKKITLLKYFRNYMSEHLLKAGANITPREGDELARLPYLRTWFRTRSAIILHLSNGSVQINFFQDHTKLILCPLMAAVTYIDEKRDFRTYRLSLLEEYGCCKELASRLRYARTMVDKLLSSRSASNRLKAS
# WRN inhibitor: WRN helicase (human) inhibition; Q14191; WRN helicase unwinding, fluorescent forked duplex, kinetic; Potency, µM (highest dose often 114 µM), inactives show top-dose activity change, negative = inhibition, hits mostly inhibitors; hit rate 0.46% among 360,000; note: potency is the fitted concentration of half-maximal effect; % is set by controls: 0 for no effect and ±100 for the full control effect; nearly all actives have a fitted effect of over 55% in size
#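 Kinetic red-fluorescence monitoring (525/598 nm) tracks WRN helicase activity after 100 nM fluorophore-quencher forked duplex and 2 mM ATP are added to 20 nM enzyme pretreated 15 min at room temperature with compound.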
# PI5P4Ka inh: PI5P4K alpha (human) kinase inhibition. max response, %. hit rate 1.2% among 330,000. PI5P4Kalpha enzyme, ADP-Glo luminescence, 60 min; active compounds read low. P48426; active = max response of -50% or lower; inconclusive = between -30% and -50%; inactive = -30% or higher; note: value at the top dose of about 77 µM; % is set by controls: 0 for no effect and ±100 for the full control effect
# Target sequence (P48426 whole entry, looked up): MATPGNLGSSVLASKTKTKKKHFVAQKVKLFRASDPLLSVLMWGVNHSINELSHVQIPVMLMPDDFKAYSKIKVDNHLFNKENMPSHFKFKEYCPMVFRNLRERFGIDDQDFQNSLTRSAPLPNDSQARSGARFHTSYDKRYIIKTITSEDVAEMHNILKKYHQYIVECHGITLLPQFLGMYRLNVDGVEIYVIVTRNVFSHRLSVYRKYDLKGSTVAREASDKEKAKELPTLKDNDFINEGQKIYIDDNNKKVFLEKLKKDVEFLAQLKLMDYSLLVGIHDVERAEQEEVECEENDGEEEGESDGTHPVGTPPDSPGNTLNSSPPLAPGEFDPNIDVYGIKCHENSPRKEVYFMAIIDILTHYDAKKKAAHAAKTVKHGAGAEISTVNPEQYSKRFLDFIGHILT
#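 Single end-point luminescence (ADP-Glo) quantified ADP from PI5P4Kalpha turnover; ATP 5 microM final, 1 h at RT, 0.1% CHAPS and 0.28 mM EGTA in HEPES pH 7.4.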
# FUS yeast rescue: suppressors of FUS proteinopathy in yeast; S. cerevisiae FUS-expressing, growth rescue, OD600, 24 h; Potency, µM (doses to about 76.6 µM), for inactives: top-dose growth rescue (activation), most hits filed as activators; hit rate 0.24% among 390,000; AID 1347120;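 note: potency is the fitted concentration of half-maximal effect; plate controls were DMSO vehicle for no effect and reference control for full effect; nearly all actives have a fitted effect of over 55% in size; some results filed as inactive show a strong effect at the top dose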
#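 Galactose (2%) drives FUS expression in yeast precultured in raffinose; seeding density OD 0.005. Test compounds incubated 24hr at 30C and 99% humidity before absorbance at 600 nm was measured.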
# EPAC1 antagonist: blocks human EPAC1 exchange factor; Potency, µM (top dose mostly 115 µM), inactives show at the highest dose activity change, negative = inhibition, hits mostly inhibitors; O95398; hit rate 0.14% among 360,000; AID 720709; EPAC1 GEF assay, Rap1b-BODIPY-GDP exchange fluorescence;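 note: potency is the fitted concentration of half-maximal effect; plate controls were vehicle for no effect and positive control for full effect; nearly all actives have a fitted effect of over 50% in size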
# EPAC1 ag: activates human EPAC1 exchange factor; O95398; EPAC1 agonist qHTS, biochemical assay; response scale: 100% = response to 6.5 mM cAMP; Potency, µM (titrated, usually from 154 µM), for inactives: at the highest dose activation, hits mostly activators; hit rate 0.073% among 360,000; AID 720707; note: potency is the fitted concentration of half-maximal effect; nearly all actives have a fitted effect of over 60% in size
#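 Fluorescent GDP-exchange assay: 100 nM EPAC1 with 250 nM Rap1B preloaded with BODIPY-GDP and 50 uM GDP; compounds tested as concentration series, 5 min at room temperature, then read every 5 min for 30 min (ex 480/em 540 nm); normalized to 6.5 mM cAMP.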
# Abeta rescue: compounds reversing amyloid beta toxicity in yeast | hit rate 0.063% among 410,000 | yeast expressing A-beta42, growth rescue, OD600, 48 h; response scale: 0% DMSO, 100% iron-clioquinol control | AID 1347071 | Potency, µM (highest dose often 46.1 µM), for inactives: at the top dose growth rescue, usual class: activators; note: potency is the fitted concentration of half-maximal effect; nearly all actives have a fitted effect of over 55% in size
#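 Yeast growth medium received pinned compounds, then yeast cells expressing toxic A-beta were added; plates incubated at 30 C for 48 hr. Growth read as absorbance at 600 nm, normalized to DMSO and equimolar FeCl3 plus clioquinol controls.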
# IL-2 act: IL-2 activation; hit rate 0.065% among 360,000; AID 652025; activation, % (series mostly up to about 46 µM); IL-2 activation reporter assay, cell-based qHTS; stimulated with anti-CD3/CD4/CD28 beads; in transgenic mouse T cells; in the data active = activation above about 50%; inconclusive = mostly about 30% to 49%; note: 0% is about no effect
#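 Readout is EGFP and DsRed signal by fluorescent plate cytometry after 18 h at 37 degrees C. Transgenic mouse T cells (750/well) received compound for 60 min before bead stimulation (anti-CD3, anti-CD4, anti-CD28); memory T cells served as non-tolerant control.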
# Starred values were filed as active, the others as inactive; ? = inconclusive; . = not tested or not shown; & = joins results of further samples; [ ] = another dose, or the depositor's remark. Unless noted, calls come from the whole dose curve; as a rule, active = well fitted curve in the direction sought with a large enough effect; inconclusive = small, poorly fitted or top-dose-only effect, or another doubt; inactive = no such curve, though single readings can be large; an effect the other way counts as inactive or inconclusive. Rows are unselected (roughly 4.1% active in at least one column).
structure | PLK1 PBD inh | WRN inhibitor | PI5P4Ka inh | FUS yeast rescue | EPAC1 antagonist | EPAC1 ag | Abeta rescue | IL-2 act
CC(Oc1ccc(S(=O)(=O)N2CCCC2)cc1[N+](=O)[O-])C(=O)NC(C)c1ccccc1 (stereo unspecified) | -2% | -11% | 4 | 25% | -21% | ? | 0% | -1.0
COCCCNC(=O)c1sc2ncnc(N3CCc4ccccc4C3)c2c1C | -1% | -10% | . | 40% | -13% | 6% | -1% | -0.2
O=c1c2oc3ccccc3c2ncn1Cc1cccc(Cl)c1 | -10% | 0%[57.1 µM] | 3 | 17% | -28% | 8% | -2% | 0.0
Cc1nc2ccccn2c1C(=O)N=Nc1c(O)n(CCC(C)C)c2ccccc12 | -12% | 4% | -7 | 0% | -7% | 3% | -12% | -4.6
COc1ccc(NC(=O)Cn2nnc(C(=O)NCc3ccco3)c2N)c(OC)c1 | 3% | -1% | -4 | 27%&12% | -6% | 0% | -6%&2% | 3.3
O=C(NC(=S)Nc1nc(-c2ccccc2)cs1)c1cncc(Br)c1 | -11% | -11% | . | -2% | -3% | 14% | 9% | -2.3
CCN(CC)C(=O)Cn1cc(S(=O)(=O)CC(=O)Nc2ccccc2C)c2ccccc21 | 2% | -10% | 0 | 8% | -13% | -14% | 13% | 0.3
CC(C)Oc1ccccc1NC(=O)CSc1nccn1C | -2% | -8%[57.1 µM] | -6 | 4%&5% | -21% | -10% | -12%&-11% | -0.2
Cc1ccc2nc(-c3ccc(NC(=O)CCS(=O)(=O)c4ccccc4)cc3)sc2c1 | -11% | -3% | 3 | 31% | -8% | -5% | -7% | 0.0
c1ccc2c(c1)CC1(CCCC1)n1nnnc1-2 | -6% | 13% | . | 9% | 0% | -1% | -12% | -0.1
COc1cc(C(=O)OCc2cc(=O)n3ccsc3n2)ccc1OC(C)C | 0% | -29% | -17 | -6% | 3% | 9% | -9% | 0.4
C[n+]1ccccc1/C=C/c1c(F)cccc1F | -10% | 5% | -11 | -12% | -14% | 3% | -9% | -4.1
COC(=O)c1cc(S(=O)(=O)NCc2ccc3c(c2)OCO3)c[nH]1 | -8% | -1% | 2 | -18% | 5% | 2% | -12% | 1.7
CC(C)c1ccc(NC(=O)COC(=O)CC2CCCC2)cc1 | -1% | 1% | 1 | . | -17% | 1% | 12% | -0.4
COc1ccc(CSCCc2n[nH]c(=S)n2-c2ccccc2)cc1 | -15% | -7% | 0 | 17% | -11% | 9% | 9% | -3.0
COCCC(=O)N1CCC(Oc2ccc(C(=O)NCCc3ccccn3)cc2)CC1 | -7% | -6% | 0 | 26% | -23% | 22% | -12% | -0.2
CCN(CC)c1ccc(/C=N/NC(=S)NCc2ccc(OC)cc2)cc1 | -14% | -26%[57.1 µM] | -1 | 29% | -7% | 10% | 2% | -1.6
CC(=O)Nc1ccccc1-c1nc2ccc(C(=O)N3CCN(c4cccc(C)c4)C(C)C3)cc2[nH]c1=O (stereo unspecified) | 1% | -3% | 5 | 28% | -1% | 1% | -1% | 2.8
CC(Sc1nnc(COc2ccc([N+](=O)[O-])cc2)n1-c1ccccc1)C(=O)O (stereo unspecified) | -13% | -9% | -14 | 22% | -16% | 5% | -5% | 1.3
O=C(NCc1ccccc1)C(c1ccco1)N(C(=O)c1csnn1)c1ccccc1F (stereo unspecified) | 5% | -1%[57.1 µM] | 0 | -18% | 3% | -4% | 4% | -0.1
COc1ccccc1C(c1nnnn1Cc1ccccc1)N1CCC(C(N)=O)CC1 (stereo unspecified) | -2% | 2% | . | ? | 1% | 12% | 3% | -1.2
NS(=O)(=O)c1ccc(CCNC(=O)CSc2nc3ccccc3c3nc(CCN4CCCCC4)nn23)cc1 | 6% | -6% | 0 | 27% | -4% | 2% | -25% | -0.8
CC(C)(C)OC(=O)C[C@H]1C/C=C\C[C@H](CC(=O)NCCO)C(=O)N[C@@H](Cc2ccccc2)COC1=O | 3% | 5% | 0 | -15% | 1% | -23% | -9% | -0.4
CCOc1cccc(-c2c(C(=O)N/N=C(\C)c3cccs3)nnn2-c2nonc2N)c1 | -4% | -7% | -4 | -1% | -7% | 18% | -1% | 2.7
CCOC(=O)c1c(C)nc2sc3c(=O)n(-c4ccc(C)cc4)cnc3c2c1-c1ccc(OC)cc1 | -10% | 7% | -5 | 0% | 14% | 12% | -13% | 2.8
COc1ccc2c(c1)C(=O)Cc1ccccc1O2 | -18% | -18% | 0 | 17% | ? | 0% | ? | 2.1
Nc1nc(SCC(=O)Nc2ccc3c(c2)CCC3)n[nH]1 | -13% | -3% | -3 | -2% | -5% | 12% | 24% | 0.9
O=C(O)CCC(=O)Nc1nnc(C(F)(F)F)s1 | -3% | -14% | -9 | -21% | -7% | 6% | 0% | 0.6
O=C1OC(N2C(=O)CC[C@H]2C(=O)NCC2CCCO2)c2ccccc21 (stereo partly specified) | -5% | 1% | 1 | -4% | 4% | 8% | 0% | -0.3
CCOC(=O)c1sc(C)c2c1NC(c1ccc(Cl)cc1)NC2=O (stereo unspecified) | -14% | -15% | -17 | -8% | -2% | 2% | -35%[inhibitor] | 0.0
CNc1oc(-c2ccccc2)nc1S(=O)(=O)c1ccc(C)cc1 | -8% | 5% | -2 | 9% | -18% | -18% | -3% | -4.7
Cc1ccc(NC2=NCC(=O)N2C2CCCC2)cc1C | -19% | -23% | 1 | 0% | -14% | -4% | -4% | -2.4
CCOc1ccc(N2CC(C(=O)Nc3ccc(S(=O)(=O)N4CCCC4)cc3)CC2=O)cc1 (stereo unspecified) | -3% | -7% | 1 | 9% | -18% | -10% | 2% | -0.9
Cc1cccc(OCC(=O)NCC(=O)N/N=C/c2ccc([N+](=O)[O-])cc2)c1 | -7% | -24%[57.1 µM] | 7 | -4% | -26% | 10% | -19% | -0.1
COc1ccccc1CC(=O)Nc1cc(S(=O)(=O)N2CCOCC2)ccc1N1CCOCC1 | 3% | -2% | -2 | 14% | -3% | 4% | 16% | 0.1
Cc1cccc(C)c1NC(=O)CN1C(=O)S/C(=C\c2cccn2C)C1=O | -3% | -9% | . | 11% | -8% | 6% | -10% | 0.9
Cc1ccc(-c2noc(C3CCCCC3)n2)cc1 | 1% | 5% | 10 | -29% | 2% | -1% | 3% | -0.5
COc1ccc(NC(=O)CN(C)S(=O)(=O)c2ccc3c(c2)CCCN3C(C)=O)cc1 | -3% | -5% | 3 | 5%&8% | -6% | 13% | 2%&-15% | -2.1
CN(C)C1=NCCN1CC1CCCC1 | -11% | 16% | 2 | -17% | -5% | -3% | 4% | -0.1
NC(=O)c1ccc(NC(=O)CN2CCOCC2)cc1 | -13% | 3% | -5 | -13% | 10% | 2% | -21% | 1.2
CN(C(=O)c1ccc2c(Cl)c3c(nc2c1)CCC3)c1ccccc1 | -3% | 3% | 0 | 29% | 5% | -1% | -12% | -1.5
Cc1ccsc1C(=O)NCCc1nnc2ccccn12 | 6% | -2% | 2 | -22% | -17% | 2% | 2% | 2.5
Cc1cc(C)cc(NC(=O)CSc2nnc(CN3CCOCC3)n2C)c1 | -14% | -14% | 1 | ? | 0% | 2% | 1% | -0.6
C[C@@H]1CN([C@H](C)CO)S(=O)(=O)c2ccc(-c3ccc(C(=O)N(C)C)cc3)cc2O[C@H]1CN(C)C(=O)Cc1ccccn1 | -2% | 4% | -2 | -27% | 11% | 3% | -2% | -0.3
CCN(CC(=O)NCc1ccc(F)cc1)C(=O)c1ccc(C)o1 | 1% | 1% | -4 | -5% | -1% | 3% | 4% | 0.6
Cc1ccc(-c2nc3ccccc3n2C(C(=O)NC(C)(C)C)C2CC2)cc1 (stereo unspecified) | -1% | 2% | -1 | -3% | 9% | 6% | 8% | 0.0
Nc1cccc2c1C(=O)N(C(=O)/C=C/c1cccc(Br)c1)C2=O | ? | -28% | ? | 4% | ? | 9% | -19% | -5.7
COC(=O)c1ccc(/C=N/N2C(C)CCCC2C)cc1 (stereo unspecified) | -12% | -3% | -1 | 20% | 11% | -2% | 1% | -2.7
CC(c1ccccn1)N(C)C(=O)c1ccc2nc(Cc3cccc(Cl)c3)oc2c1 (stereo unspecified) | -7% | 1% | 1 | 11% | -27% | -10% | 25% | -0.6
COC(=O)CC(NC(=O)c1ccco1)c1ccc(C(C)C)cc1 (stereo unspecified) | -8% | 2% | -2 | 10% | 5% | -10% | 0% | -1.3

# Later entries
structure | PLK1 PBD inh | WRN inhibitor | PI5P4Ka inh | FUS yeast rescue | EPAC1 antagonist | EPAC1 ag | Abeta rescue | IL-2 act
COc1ccc(CC(=O)N/N=C(\C)c2cccnc2)cc1OC | 2% | -13% | -3 | 14% | 18% | 7% | 0% | -1.5
C#CCOCCOCCOCCNc1nc(N2CCOCC2)nc(N2CCN(C(=O)[C@H](CCCCN)n3cc(CCC(=O)O)nn3)CC2)n1 | 0% | -3% | -6 | -16% | -10% | -14% | -18% | -0.4
COCCNc1nc2c(c(=O)[nH]c(=O)n2C)n1CCCc1ccccc1 | -1% | -26% | 1 | 15% | 5% | -4% | -7% | 4.3
O=C(O)c1cncc(Br)c1 | -1% | 6% | 2 | -15% | 26% | 1% | 1% | 0.5
COc1ccc2[nH]c3c(c2c1)CCN1C(=O)N([C@@H](C)C(=O)NCc2ccco2)C(=O)[C@]31C | 3% | -3% | 7 | -12% | -26% | -7% | -10% | 0.1
COC(=O)c1cc(C(=O)Nn2cnnc2)cc([N+](=O)[O-])c1 | -1% | 3% | -6 | -13% | 8% | -3% | 12% | 0.7
Cc1ccc(N(C(=O)c2csnn2)C(C(=O)NC2CCCCC2)c2ccccn2)cc1C (stereo unspecified) | -20% | 5% | -11 | 17% | -8% | -4% | 2% | -1.4
CN(Cc1ccccc1)c1ncnc2sccc12 | -9% | -7% | -3 | -8% | -3% | 11% | -11% | -2.1
CCC(=O)Oc1ccc(C(=O)Nc2ccc3c(c2)OCO3)cc1 | -6% | -7%[57.1 µM] | -14 | -9% | -2% | -6% | -22% | 0.6
CCCCOCCCNC(=O)C[C@@H]1C[C@@]2(C(=O)OC)CC(C)(C)CC=C2N(Cc2ccccc2)C1=O | -3% | -2% | 4 | 44% | -14% | -18% | 5% | -0.1
CC(C#N)(Cc1ccccc1)Nc1ccccc1 (stereo unspecified) | -7% | -1% | 4 | 3% | -1% | 7% | 4% | 0.1
Cc1ccc(Cl)c(OCC(=O)N2CCc3ccccc3C2)c1 | -3% | -6% | 2 | 29% | 11% | 5% | -15% | 1.0
O=C(NCCc1nc2ccccc2[nH]1)/C(=C/c1ccco1)NC(=O)c1ccc(Br)o1 | 4% | -9% | -1 | . | -4% | -3% | 0% | -0.3
